# High-throughput results as filed in PubChem.
# Siah-1 displacement = blockers of Siah-1 interaction with plectin peptide – biochemical, fluorescence polarization, rhodamine-plectin, uHTS, primary screen (AID 1817); Siah-1 / rhodamine-plectin peptide fluorescence polarization; higher % means a stronger effect; 290,000 compounds, 0.02% hits; one-dose displacement, % at 20 µM; IC50 in µM for titrated hits;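 active means displacement of at least 50% at 20 µM, with a fluorescence ratio check between 0.3 and a set limit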;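 further: plate controls were Siah plus tracer with DMSO for no effect and tracer alone without Siah for full effect; strong numbers were not always called active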
# human PMI inhibition = MPI enzyme activity inhibition – biochemical, fluorescence intensity, coupled assay, primary screen (AID 1209); purified PMI enzyme, coupled fluorescence intensity; higher % means a stronger effect; inhibition, % at 20 µM; hits with a dose series show IC50 in µM; 190,000 compounds, 0.42% hits;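 further: plate controls were DMSO vehicle for no effect and wells lacking substrate for full effect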
# P. falciparum M1AAP = malaria alanyl aminopeptidase activity blockers – biochemical, fluorogenic H-Leu-NHMec substrate, 1536-well (AID 1445). recombinant M1AAP, H-Leu-NHMec fluorogenic kinetic assay; higher % means a stronger effect. inhibition, % at 30 µM; hits with a dose series show IC50 in µM. 220,000 compounds, 0.42% hits;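 active means primary inhibition above the hit cutoff, then over 50% inhibition at one or more dose response concentrations, cut at about 23% in these data, passing the limit was not always enough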;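 further: plate controls were DMSO full reaction for no effect and no enzyme background for full effect; strong numbers were not always called active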
# P. falciparum M17LAP = P. falciparum M17LAP inhibitors, primary screen, biochemical, fluorogenic H-Leu-NHMec substrate, 1536-well (AID 1619); recombinant M17LAP, H-Leu-NHMec fluorogenic kinetic assay; higher % means a stronger effect; inhibition, % at 30 µM, or IC50 in µM where a hit was titrated; 220,000 compounds, 0.38% hits;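 active means compound inhibiting the enzyme by more than half at any dose during confirmatory dose-response retesting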;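 further: plate controls were full reaction with DMSO carrier for no effect and no enzyme background for full effect; strong numbers were not always called active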
# XIAP antagonists = small molecules displacing peptide from XIAP – biochemical, IAP family, fluorescence polarization (AID 1018). one-dose displacement, % at 20 µM; IC50 in µM for titrated hits. 200,000 compounds, 0.007% hits. XIAP BIR domain, fluorescence polarization peptide displacement; higher % means a stronger effect; in the data active means displacement above about 50%; further: a part of the inactive calls stands beside numbers as strong as those of hits
# Lipid droplet = hepatic lipid droplet formation modulation. AML12 mouse hepatocytes, oleate lipid droplets, BODIPY imaging. inhibition, % at 6.5 µM. 240,000 compounds, 0.4% hits;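 active means lipid droplet intensity inhibited by at least 50%, with more than 500 cells counted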
#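 Assay system: AML12 mouse liver cells | Compound dosing: One dose, 6.5 µM compound | Read-out basis: Droplet intensity reduction, % inhibition | Measured by: Fluorescence imaging, 20x objective, two fields per well | Schedule: Overnight treatment with compound plus oleate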
# UTI89 phage lysis = protection from phage-mediated lysis, alamar blue read-out – E. coli UTI89, K1F phage, bacterial capsule biogenesis inhibitors (AID 488966); E. coli UTI89 K1F phage lysis, alamar blue, 2 h; higher % means a stronger effect; inhibition, % at 100 µM, or IC50 in µM where a hit was titrated; 340,000 compounds, 0.02% hits;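 active means phage lysis inhibition, versus mean bacterial control, above a set limit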;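 further: capsule biogenesis inhibitors block K1F phage lysis so surviving cells raise fluorescence; higher fluorescence means more inhibition of phage lysis; actives were called in the ten point dose series up to 300 µM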
# TNAP activators = human TNAP enzyme activators, primary screen, biochemical, luminescent, no phosphate acceptor, uHTS (AID 1001); 200,000 compounds, 0.03% hits; activation fold at 20 µM, or EC50 in µM where a hit was titrated; purified TNAP, luminescent activation assay, no phosphate acceptor; higher activation fold means a stronger effect; in the data active means activation fold from about 3, or a potency from the dose series; inactive means the rest, 99 in 100 with activation fold below about 1.6; further: many of its hits are not listed in these tables
# human PMI inhibitors = MPI inhibition at elevated mannose 6-phosphate – biochemical, fluorescence intensity, high mannose 6-phosphate, primary screen (AID 1220); inhibition, % at 20 µM; hits with a dose series show IC50 in µM; recombinant PMI enzyme, coupled fluorescence intensity; higher % means a stronger effect; 190,000 compounds, 0.66% hits
# Lipid droplet cells 6.5 µM = recorded beside Lipid droplet, whose call it bears; cell count; measured here: cell count, cytotoxicity flag;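 cells counted across two imaged fields per well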
# * = called active by the depositor; / = no result given; & = joins results of further samples; [ ] = remark or other dose. Unless noted, no stated cut-off is given here; in the data, active means inhibition above about 50%; inactive means the rest. Rows were taken by chance; any-hit rate near 1.9%.
SMILES,Siah-1 displacement,human PMI inhibition,P. falciparum M1AAP,P. falciparum M17LAP,XIAP antagonists,Lipid droplet,Lipid droplet cells 6.5 µM,UTI89 phage lysis,TNAP activators,human PMI inhibitors
O=C(O)C1CC=CCC1C(=O)Nc1ccccc1C(=O)N1CCN(c2ccc(F)cc2)CC1 (stereo not given),4%,-14%,0%,23%,-3.8%,-4,690,5.5%,1,-1%
COC(=O)C1=C(C)NC(=O)CC1c1ccccc1 (stereo not given),-1%,-9%,6%,-2%,-1.2%,-6,752,0.7%,1.1,-11%
O=C(O)/C=C/C(=O)Nc1cccnc1,-2%,-10%,-10%,-1%,-5.5%,-2,706,1.0%,1,-8%
CN(C)c1nc(Nc2ccccc2)nc(Oc2ccc(=O)[nH]n2)n1,1%,-8%,4%,-1%,-1.2%,-18,726,0.9%,1,-10%
NC(=O)CN1C(=O)/C(=c2\sc3nc(=O)c(Cc4ccccc4)nn3c2=O)c2ccccc21,-2%,/,9%,16%,/,-7,727,/,/,/
O=C(COC(=O)c1ccccc1)NCCC1=CCCCC1,-3%,2%,2%,-9%,-5.1%,9,682,2.9%,1,5%
O=C(NCc1cccnc1)Nc1cccc(NC(=O)NCc2cccnc2)c1F,4%,/,1%,0%,/,0,680,-0.6%,/,/
O=C(Cc1ccccc1)Nc1c2c(nn1-c1cccc(Cl)c1)CS(=O)(=O)C2,4%,3%,0%,-17%,-0.4%,0,633,6.2%,1,4%
CCSc1nnc(NC(=O)NCC(F)(F)F)s1,0%,1%,4%,8%,-5.3%,4,759,1.4%,1,-2%
OC(CNCCNc1ncccc1C(F)(F)F)COc1ccc(F)cc1 (stereo not given),-5%,/,3%,9%,/,22,731,1.8%,/,/
O=C1NCCN(Cc2c(F)cccc2Cl)C1CC(=O)N1CCCO1 (stereo not given),2%,17%,13%,-1%,1.7%,2,715,-0.8%,1.1,40%
O=C(CP(=O)(CO)CO)c1ccc(Cl)cc1,-1%,8%,1%,-9%,-7.6%,-7,585,-0.3%,1.1,10%
Cc1cc2cc(C(c3nnnn3C3CCCC3)N(Cc3cccnc3)Cc3ccco3)c(=O)[nH]c2cc1C (stereo not given),0%,-8%,11%,-1%,-7.9%,34,736,12%,0.9,-18%
COC(=O)[C@H]1C[C@@H]1[C@H](NS(=O)(=O)c1ccccc1)c1ccccc1,0%,12%,11%,-6%,-12%,/,/,0.8%,1.1,8%
CN(C)S(=O)(=O)c1ccc(C(=O)Oc2ccccc2)cc1,3%,13%,3%,-3%,4.5%,-1,719,0.3%,1.1,12%
CCCCCCN1C(=O)C(O)=C(C(C)=O)C1c1ccc(Cl)cc1 (stereo not given),1%,10%,19%,24%,-1.9%,22,745,0.3%,1,3%
O=C(c1ccccc1)c1ccc(CN2C(=O)c3ccccc3C2=O)o1,2%,9%,6%,2%,-9.2%,0,758,2.3%,1,7%
Nc1nc(SCc2ccc(F)cc2)ns1,13%,-1%,2%,16%,-6.5%,2,722,1.8%,1.1,-1%
Cc1ccc(-c2nnn(CC(=O)NCC3COCCO3)n2)o1 (stereo not given),-2%,-6%,1%,9%,1.2%,/,/,7.7%,1.2,-5%
CC(=O)c1c(COC(=O)c2cccnc2)nc2ccccc2[n+]1[O-],2%,11%,34%,-12%,-3.9%,/,/,0.8%[50 µM],1.1,17%
CC1Cc2ccccc2N1C(=O)c1ccc(N2CCCCC2)c([N+](=O)[O-])c1 (stereo not given),4%,18%,21%,4%,-3.1%,2,656,-0.1%,1.1,18%
CSc1ccc(-c2cc(=O)c3ccccc3o2)cc1,2%,17%,21%,-31%,-6.0%,3,663,3.3%,0.9,16%
CCOc1ccc(-n2c(SCC(=O)Nc3nccs3)nc3c(c2=O)SCC3)cc1,-3%,16%,13%,3%,-7.2%,-6,684,-0.7%,1,12%
CCOCCCNC(=O)C(C)NS(=O)(=O)c1ccc(C)cc1 (stereo not given),0%,5%,-6%,-20%,-0.1%,17,745,0.1%,1.1,-4%
CS(=O)(=O)N(CC(=O)N1CCCCCC1)c1cccc(Br)c1,-2%,-8%,3%,-7%,-1.3%,/,/,0.5%,1.1,-9%
Cc1cccn2c(=O)c(/C=C(\C#N)C(=O)NC3CCS(=O)(=O)C3)c(N3CCC(C)CC3)nc12 (stereo not given),7%,14%,8%,-8%,0.1%,27,680,0.1%[50 µM],1.1,10%
Cc1ccnc(NC(=S)NC(=O)/C=C/c2ccc(Cl)cc2)c1,-8%,-2%,3%,4%,-6.5%,12,676,-0.5%,1,-2%
O=C1NC(=O)/C(=C\c2ccccc2Oc2ccc(F)c(F)c2)S1,4%,-6%,2%,6%,-6.9%,/,/,-0.2%,1.1,-1%
CCOC(=O)NC1(Nc2ccc(C)cc2)Oc2ccccc2O1,0%,/,12%,7%,-7.4%,14,623,3.9%,0.9,/
Cc1cccc(OCC2=N/C(=C\N(C)C)C(=O)O2)c1,-1%,-3%,12%,16%,-5.9%,/,/,1.5%,1.1,4%
CC(=O)Nc1nc(=S)n(-c2ccccc2)[nH]1,-1%,39%,0%,-3%,0.2%,/,/,2.1%,1,30%
CN1CCc2c(sc(/N=C/c3c[nH]c4ccccc34)c2C(N)=O)C1,-6%,/,8%,-3%,/,-2,705,/,/,/
COc1ncnc2c1oc1nc(C(C)C)c3c(c12)CC(C)(C)OC3,2%,9%,8%,-3%,-5.3%,6,718,0.7%,1.1,3%
O=C(N/C(C(=O)N1CCOCC1)=C(\Sc1ncccn1)c1ccccc1)c1ccccc1,-1%,2%,0%,6%,5.9%,4,692,-3.9%,1.1,2%
CN(Cc1ccccc1)S(=O)(=O)c1ccccc1[N+](=O)[O-],-2%,20%,-1%,0%,-1.2%,-9,657,0.1%,1.1,17%
COc1cc(/C=C/C2=CC(C)(C)NC(=S)N2)cc(OC)c1OC,4%,-26%,2%,3%,-5.1%,2,708,0.3%,0.9,-34%
O=C(Cn1cnc2c(nnn2Cc2ccccc2)c1=O)NCc1ccco1,15%,11%,3%,13%,-1.2%,-24,659,-0.1%,1.1,7%
COc1cc(/C=C2\SC(=S)N(NS(=O)(=O)c3ccc(C)cc3)C2=O)ccc1O,8%,/,19µM*,27µM*,/,-10,699,-0.6%[50 µM],/,/
CCn1c(SCC(=O)Nc2ccc(OC)c(OC)c2)nnc1-c1ccco1,8%,/,-3%,-6%,/,3,671,-0.1%,/,/
S=C(Nc1ccccc1)Nc1nccs1,1%,/,5%,-13%,/,0,867,1.0%,/,/
COc1ccc(NC(=O)CN2CCC(C(N)=O)(N3CCCCC3)CC2)cc1,0%,4%,0%,4%,-4.3%,8,741,3.2%,1.2,5%
O=C(O)C1C2CCC(C2)C1C(=O)NCc1ccco1 (stereo not given),1%,12%,7%,2%,-6.4%,/,/,-0.6%,1.1,14%
O=C(CCC(=O)N(Cc1ccco1)C(C(=O)NC1CCCC1)c1ccncc1)Nc1cccnc1 (stereo not given),4%,-21%,9%,-16%,-3.6%,/,/,1.9%,1.1,-2%
CCc1nnc(NC(=O)CCC(=O)O)s1,2%,-8%,5%,-5%,-4.9%,/,/,-0.8%,1.2,-11%
CNc1c([N+](=O)[O-])cnn1-c1ccccn1,2%,7%,-3%,4%,-18%,-5,735,-0.7%,1.1,8%
Clc1ccc(Cc2noc(CN3CCN(c4ccccc4)CC3)n2)c(Cl)c1,2%,27%,2%,7%,-1.4%,0,764,-0.7%,1.1,16%
Cn1c(CCc2nc3ccccc3[nH]2)nnc1SCC#N,4%,/,2%,-6%,-5.7%,4,669,-2.0%,1.1,/
CCN(CC)S(=O)(=O)c1ccc(-c2nnc(SCC(=O)Nc3nnc(C)s3)n2CC)cc1,6%,-7%,8%,1%,-3.3%,-1,735,0.2%,1.1,-4%
COC(=O)c1c(C)oc(C)c1S(=O)(=O)N(C)C1CCCCC1,0%,/,5%,4%,/,-11,730,/,/,/
O=c1c2ccccc2ncn1-c1ccc(Cl)c(Cl)c1,6%,-7%,3%,3%,-2.2%,18,726,1.6%[50 µM],1,1%
# New compounds follow
SMILES,Siah-1 displacement,human PMI inhibition,P. falciparum M1AAP,P. falciparum M17LAP,XIAP antagonists,Lipid droplet,Lipid droplet cells 6.5 µM,UTI89 phage lysis,TNAP activators,human PMI inhibitors
COc1ccccc1NC(=O)CNS(=O)(=O)c1ccccc1,-1%,7%,0%,7%,-0.7%,6,710,4.3%,1.1,4%
COc1ccccc1N1CCN(CC(=O)Nc2ccc(Cl)c(C(F)(F)F)c2)CC1,-3%,1%,-1%,-6%,-11%,0,699,1.4%,1,0%
Cc1cc(C)nc(N(C#N)CC(=O)N2CCC(C(N)=O)CC2)n1,3%,-3%,0%,15%,-2.4%,-12,732,-0.1%,1.1,-2%
Cn1cc(C(=O)Nc2ccc3c(c2)CCC3)cn1,-4%,2%,2%,15%,-6.0%,1,688,1.1%,1.1,2%
C=CCOc1ccccc1CN1CCCC(CCC(=O)N(C)CCc2ccccn2)C1 (stereo not given),12%,12%,7%,2%,-2.5%,-19,738,0.1%,1.1,7%
COc1ccc(C(C)=O)cc1COC(=O)CCCN1C(=O)c2ccccc2C1=O,2%,2%,-1%,-4%,-3.3%,1,606,0.6%,1.1,-1%
COC(=O)c1ccc(C2Nc3ccc(/C(C)=N/NC(=O)C(OC)c4ccccc4)cc3C3C=CCC32)cc1 (stereo not given),0%,-18%,3%,-2%,-5.6%,/,/,0.3%,0.9,-55%
CC1=Nc2ccc(C)cc2/C1=C/c1c(N)n2oc(C)cc2nc1=O,-4%&-10%,-1%,7%&-2%,-7%&-9%,-5.0%,-17&-8,728&692,-0.9%&0.1%,1,0%
COc1ccc([N+](=O)[O-])cc1NC(=O)C(C)Sc1nc(-c2ccccc2)cs1 (stereo not given),-5%,16%,9%,7%,-5.1%,-29,683,2.3%[50 µM],1.2,5%
O=C1c2ccccc2C(=O)C12Cc1ccccc1N1CCN(c3ccccc3)CC12 (stereo not given),3%,-46%,5%,4%,-2.8%,/,/,0.2%,1.1,-67%

# Looked up above:
# `COc1ccc([N+](=O)[O-])cc1NC(=O)C(C)Sc1nc(-c2ccccc2)cs1` (stereo not given) | UTI89 phage lysis: 2.3%[50 µM]
# `Cc1cc(C)nc(N(C#N)CC(=O)N2CCC(C(N)=O)CC2)n1` | Lipid droplet: -12
# `COc1ccccc1NC(=O)CNS(=O)(=O)c1ccccc1` | UTI89 phage lysis: 4.3%

# For convenience, part of the list above.
SMILES,Siah-1 displacement,human PMI inhibition,P. falciparum M1AAP,P. falciparum M17LAP,XIAP antagonists,Lipid droplet,Lipid droplet cells 6.5 µM,UTI89 phage lysis,TNAP activators,human PMI inhibitors
COc1ccc([N+](=O)[O-])cc1NC(=O)C(C)Sc1nc(-c2ccccc2)cs1 (stereo not given),-5%,16%,9%,7%,-5.1%,-29,683,2.3%[50 µM],1.2,5%
O=C1c2ccccc2C(=O)C12Cc1ccccc1N1CCN(c3ccccc3)CC12 (stereo not given),3%,-46%,5%,4%,-2.8%,/,/,0.2%,1.1,-67%
